Compound activity from PubChem.
TbMetRS inhib = blocks T. brucei methionyl-tRNA synthetase activity. purified T. brucei MetRS, ATP depletion, Kinase-Glo luminescence. inhibition, % at 11.9 µM. hit rate 0.4% among 360,000. AID 624268;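 active = inhibition above a per-plate cutoff of the control wells' mean inhibition plus 3 SD, cut at about 5.5% in these data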;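 also: 0% = DMSO wells median and 100% = median of wells with control inhibitor compound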
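System: purified T. brucei MetRS enzyme / Detection: Kinase-Glo luciferase luminescence reporting remaining unconsumed ATP / Medium: HEPES buffer with MgCl2, KCl, DTT, spermine, BSA, pyrophosphatase / Replication: singlicate, one well per compound / Evaluation: percent inhibition relative to median high and low control wells / Schedule: 2 h aminoacylation at 25 °C after 15 min preincubation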
MsrA inh = inhibits bovine methionine sulfoxide reductase A; purified bovine MsrA, absorbance read-out; inhibition, % at 15.5 µM; hit rate 0.75% among 360,000; AID 651718; in the data active = inhibition above about 4.5%;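 also: 0% = vehicle wells with enzyme and 100% = reference inhibitor wells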
STEP inh = inhibitors of human striatal-enriched phosphatase STEP | P54829 | recombinant STEP, OMFP fluorogenic substrate, fluorescence | inhibition, % at 20 µM | hit rate 0.25% among 360,000;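 active = inhibition at 20 µM, scaled per plate between control wells, above about 37%, limit read from the data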;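 also: 0% = DMSO with enzyme and substrate and 100% = substrate only without enzyme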
Target sequence (P54829 whole entry, looked up): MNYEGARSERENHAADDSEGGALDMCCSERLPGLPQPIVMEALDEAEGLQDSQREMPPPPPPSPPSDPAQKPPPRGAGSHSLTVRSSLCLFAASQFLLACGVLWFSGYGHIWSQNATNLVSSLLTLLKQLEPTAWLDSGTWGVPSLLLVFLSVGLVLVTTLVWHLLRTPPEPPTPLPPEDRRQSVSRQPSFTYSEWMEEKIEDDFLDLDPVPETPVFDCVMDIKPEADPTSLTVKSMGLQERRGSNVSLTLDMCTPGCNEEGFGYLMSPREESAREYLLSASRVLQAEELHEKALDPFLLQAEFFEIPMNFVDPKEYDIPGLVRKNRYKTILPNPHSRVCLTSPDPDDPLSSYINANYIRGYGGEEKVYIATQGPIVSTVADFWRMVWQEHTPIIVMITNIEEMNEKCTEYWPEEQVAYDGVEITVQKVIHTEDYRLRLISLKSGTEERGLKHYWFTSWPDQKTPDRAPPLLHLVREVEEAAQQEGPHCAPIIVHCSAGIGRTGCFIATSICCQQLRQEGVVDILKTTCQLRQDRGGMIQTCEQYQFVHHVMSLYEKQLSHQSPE
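Also added – OMFP at 25 µM · Test system – STEP tyrosine phosphatase · Technique – FITC-channel fluorescence of OMFP product · Schedule – 20 min at room temperature, dark · Evaluation – control-normalized % inhibition with plate pattern correction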
CendR NRP1 mod = alters CendR peptide binding to human NRP-1; AID 602438; inhibition, % at 25 µM; FAM-RPARPAR peptide binding to NRP-1, fluorescence polarization; hit rate 0.85% among 360,000; O14786;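 active = inhibition or corrected inhibition above about 18%, plus a signal ratio from 0.5 to 1.5, limit read from the data, passing the limit was not always enough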; also: strong numbers were not always called active
LMPTP inh = LMPTP (human) inhibition. hit rate 0.22% among 360,000. AID 651560. recombinant LMPTP-A, OMFP fluorogenic substrate, fluorescence intensity. inhibition, % at 20 µM;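 active = compounds that cut the enzyme signal by at least half of the control window in the single-dose screen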;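 also: plate controls were DMSO wells with enzyme plus substrate for no effect and substrate without enzyme for full effect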
Target sequence (P24666 whole entry, looked up): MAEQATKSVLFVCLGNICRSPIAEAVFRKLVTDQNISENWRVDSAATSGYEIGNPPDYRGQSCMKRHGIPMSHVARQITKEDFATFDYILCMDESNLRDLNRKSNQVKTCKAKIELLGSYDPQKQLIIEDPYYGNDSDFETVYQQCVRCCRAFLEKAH
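Assay system: LMPTP-A phosphatase enzyme | Input: 0.625 nM enzyme | Also added: Fluorogenic phosphatase substrate OMFP at 400 µM final | Compound dosing: One test concentration per compound, 20 µM, with 3% DMSO overall | Schedule: 50 min enzyme reaction at room temperature, protected from light | Signal: Fluorescence intensity | Benchmarks: no-enzyme and uninhibited controls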
eLon inh = inhibitors of E. coli Lon protease | purified E. coli Lon protease, fluorescence polarization | inhibition, % at 7.94 µM | P0A9M0 | AID 602123 | hit rate 0.42% among 360,000; in the data active = inhibition above about 13%, passing the limit was not always enough;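 also: 0% = enzyme with probe and DMSO and 100% = no enzyme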
bovine MsrA act = bovine methionine sulfoxide reductase A activation | purified bovine MsrA, absorbance read-out | activation, % at 10.6 µM | hit rate 0.3% among 360,000; in the data active = activation above about 7.5%;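 also: 0% = vehicle and 100% = reference activator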
SUMO1-SIM PPI = alters human SUMO1 binding to SIM partners. P63165. SUMO1 binding to a labelled peptide, TR-FRET, 1 h. inhibition, % at 20 µM. hit rate 0.33% among 360,000. AID 602429; in the data active = inhibition above about 37%
Target sequence (P63165 whole entry, looked up): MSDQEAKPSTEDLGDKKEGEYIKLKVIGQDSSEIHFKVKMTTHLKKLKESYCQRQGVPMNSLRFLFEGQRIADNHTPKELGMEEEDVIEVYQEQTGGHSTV
Scp-1 inhibitor = inhibitors of human Scp-1 phosphatase. Recombinant Scp1, phosphopeptide, malachite green phosphate absorbance. inhibition, % at 20 µM. hit rate 0.88% among 340,000. AID 493091;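 active = inhibition above about 50% at 20 µM, limit read from the data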;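 also: plate controls were DMSO wells with enzyme for no effect and wells lacking enzyme for full effect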
Target sequence (Q9GZU7 76-261 limits assumed): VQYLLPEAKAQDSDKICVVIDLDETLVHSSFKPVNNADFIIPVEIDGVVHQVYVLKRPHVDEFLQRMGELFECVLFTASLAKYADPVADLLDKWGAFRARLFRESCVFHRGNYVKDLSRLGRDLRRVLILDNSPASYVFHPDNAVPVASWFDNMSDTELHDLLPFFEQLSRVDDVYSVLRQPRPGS
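Material: truncated SCP-1 phosphatase (76-261aa) / Buffer or medium: 50 mM Tris acetate pH 5.5, 0.005% Tween-20, 10 mM MgCl2 / Compound dosing: one concentration, 20 µM, with 1.0% DMSO / Incubation: 45 min room-temperature reaction, 5 min colour, 30 min stabiliser / Detection: colorimetric free-phosphate detection, absorbance 630 nm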
DNMT1 inh = inhibitors of human DNMT1 | DNMT1 molecular beacon, Hinp1I cleavage, fluorescence | P26358 | AID 588458 | inhibition (reported as % activation of signal), % at 10 µM | hit rate 0.83% among 360,000; in the data active = inhibition above about 50%
Starred values were filed as active, the others as inactive; . = not tested or not shown.

SMILES	TbMetRS inhib	MsrA inh	STEP inh	CendR NRP1 mod	LMPTP inh	eLon inh	bovine MsrA act	SUMO1-SIM PPI	Scp-1 inhibitor	DNMT1 inh
COC(=O)CC/C(O)=C1\C(=O)CC(C)(C)CC1=NCCc1nc2ccccc2[nH]1	0.7	-0.5	-1	2	-1.8	0	-3	-1	-7	0
CC1CCCCN1CCNC(=O)c1cc2c(=O)n(C)c3ccccc3c2n1C (stereo not drawn)	-0.5	0.3	2	18	12	3	-6	17	0	8
O=C(c1ccco1)N1CCC(N2CCN(c3ccccc3)CC2)CC1	-0.3	-1.6	0	5	-2.4	1	-4	2	-11	7
O=C(C1CC1)N1CCc2cc(S(=O)(=O)NCCC3=CCCCC3)ccc21	-0.1	-0.5	-3	8	1.9	9	-5	-3	-3	-1
O=C(Nc1ccccc1)OCc1ccccn1	-0.6	-0.8	0	3	1.1	1	-5	-1	-2	3
C#CCOC(=O)c1ccccc1C(=O)n1nnc2ccccc21	-0.3	-0.8	-5	-2	-1.7	8	-3	-1	-16	1
CC(C)OC(=O)CN1C(=O)C(C)(C)Oc2ccc(C(=O)NC(C)(C)C)cc21	0.0	-0.2	-5	4	-0.9	-4	0	8	-4	2
COc1ccc(OC)c(S(=O)(=O)CC(O)CS(=O)(=O)c2ccccc2)c1 (stereo not drawn)	-0.1	0.1	-4	-4	0.4	0	-1	3	-2	-2
Cc1c(Cl)cccc1NC(=O)c1ccccc1-c1ccccc1C(=O)O	-0.8	0.3	2	0	-2.0	-4	-6	1	6	3
CC1Cc2cc(C(=O)O)ccc2O1 (stereo not drawn)	0.6	0.0	0	-12	-1.6	-9	1	1	3	5
Cc1ccc(CN2CCN(Cc3cn(C)nc3C)CC2CCO)o1 (stereo not drawn)	-0.5	-0.5	0	-4	-1.1	5	-3	0	-9	-1
O=C(CSc1nc(C2CC2)n(-c2ccccc2)n1)NCc1ccco1	-0.2	0.7	-1	-7	2.4	-12	-3	-4	-5	4
CC(/C=C\C=C\c1ccccc1)=N\NC(=O)c1cncc(Br)c1	-0.3	1.9	4	-18	-0.6	-8	-3	-10	-5	-11
COc1ccccc1-n1cc(CN2CCN(CC(C)C)C(CCO)C2)cn1 (stereo not drawn)	-0.4	0.6	-2	17	0.7	2	1	1	-1	0
COc1ccc(NC(=O)C2CCCN(c3nccc(C)n3)C2)cc1 (stereo not drawn)	-0.3	-0.3	-3	3	-0.2	-6	-2	3	-2	4
CCOc1ccc(NCCC(O)c2ccc(F)cc2)cc1 (stereo not drawn)	0.1	-0.9	-1	6	-1.4	2	-1	-4	-6	0
Nc1ncnc2c1ncn2CCOc1ccccc1	-0.6	-0.3	-2	5	-0.2	-8	-3	-1	-1	2
O=C(CNC(=O)c1ccccc1Br)N/N=C/c1cc(Br)ccc1O	0.1	2.9	1	-4	-0.9	8	-11	0	-3	2
Cc1ccc(-c2onc3ccc(C=O)cc23)cc1	-0.9	0.8	1	-37	-1.6	-18	-6	0	-3	-1
COC(=O)c1ccc2nc(-c3ccc(F)cc3)c(Cc3cccc(Cl)c3)n2c1	-1.2	1.8	.	-8	5.9	-1	-9	-1	.	.
COc1ccc(CN(CCC(c2ccco2)C(C)C)C(C)=O)cc1OC (stereo not drawn)	-0.7	1.1	3	4	-1.2	2	-8	-2	-11	-1
O=C(CSc1nnnn1-c1ccc2c(c1)CCC2)NCc1cccs1	-1.4	0.7	-2	15	-1.0	-9	-13	2	-12	3
O=C(CSc1nc(-c2ccco2)cc(C(F)(F)F)n1)NCC1CCCO1 (stereo not drawn)	-0.3	1.8	0	-6	-0.9	-3	-3	-7	-10	1
N#C/C(=C(/O)c1ccc(Cl)cc1)c1nc2ccccc2[nH]1	-0.3	-0.1	1	-1	-1.2	5	2	-2	-12	17
CCNC(=O)C1(C)CCCN(Cc2csc(-c3ccc(Cl)cc3)n2)C1 (stereo not drawn)	-0.1	0.4	-1	10	-1.7	-6	-5	-13	.	-2
Cc1ccc2c(NC(=S)NC(=O)c3ccccc3)cccc2n1	-0.4	-0.1	4	-11	4.4	3	-5	-7	-7	-7
CCN(c1ccc(NC(=O)c2ccc(N3CCCC3=O)cc2)cc1)C(C)C	-0.2	0.2	0	4	-0.6	-1	-2	0	-4	-1
CCOC(=O)[C@H]1[C@H]2COc3ccc(Cl)cc3[C@@H]2N2C(=O)c3ccccc3NC(=O)[C@@]12C	-0.3	0.6	0	3	1.0	5	1	4	-8	-1
COCCn1c(SCC(=O)Nc2nnc(C)s2)nnc1-c1ccncc1	0.2	-1.2	-3	-7	-0.5	5	-2	1	-1	2
CCCc1nc2oc3c(OCC)ncnc3c2c2c1COC(C)(C)C2	-0.6	1.6	0	5	0.1	0	0	2	-6	-1
CCOC(=O)N1CCN(C(c2cccnc2)c2ccc3cccnc3c2O)CC1 (stereo not drawn)	-1.4	2.0	-1	4	-1.5	-2	-8	-10	1	1
CC(/C=N/NC(=O)c1nnn(-c2nonc2N)c1CN1CCCCC1)c1ccccc1 (stereo not drawn)	-0.4	-0.4	2	6	-0.6	-1	0	4	-4	-4
O=C1CCCCC/C1=N/Nc1ccc(OCc2ccccc2)cc1	-0.3	0.5	3	9	-0.4	-3	-1	-7	17	2
NC(=O)CSc1ncnc2c1nnn2Cc1ccc(F)cc1	-0.6	0.1	0	3	-0.8	0	-5	3	-6	1
Cc1ccccc1NC(=O)C1CCN(S(=O)(=O)c2cccs2)CC1	0.3	1.5	-5	0	-0.8	4	2	-1	-7	0
Cc1cnc(NC(=O)C2CC=CCC2)s1 (stereo not drawn)	-0.4	-1.3	0	3	0.3	14	1	8	2	1
N#CCC(=O)NC1CCC(CC2CCC(NC(=O)CC#N)CC2)CC1 (stereo not drawn)	-0.5	-0.5	-2	6	-0.5	12	-6	2	4	0
Cc1ccc(CN2C(=O)c3ccccc3C2c2nnnn2-c2c(C)cccc2C)cc1 (stereo not drawn)	-1.0	0.5	.	-4	-0.9	-5	-6	2	.	.
CC1Cc2ccccc2N1C(=O)COC(=O)Cn1nnc(-c2ccccc2)n1 (stereo not drawn)	0.0	-0.6	2	11	-0.7	-7	0	-2	-3	-1
C=CCOc1c2ccc(C(=O)NC3CCCc4ccccc43)cc2nn1C (stereo not drawn)	-0.3	-0.1	0	8	0.1	-13	-2	-2	-10	5
CN1CCc2c(sc3c2c(=O)n(-c2cccc(Cl)c2)c2nncn32)C1	-0.6	-0.5	-2	-26	1.4	-11	-1	-14	-7	2
O=Cc1ccc(OC(=O)c2cccnc2)cc1	-0.3	1.8	0	-9	-0.7	8	-3	2	-1	1
O=C(COc1ccccc1Br)NCc1ccccn1	-0.3	1.9	-2	1	1.3	5	0	4	3	5
COC(=O)c1ccc(C(=O)OC)c(NC(=O)COC(=O)CCOc2ccc(C)cc2)c1	-0.6	-1.0	2	6	1.8	5	-8	-2	0	8
CC1(C)OC(=O)C(=Cc2ccc(-c3ccc(Cl)c(C(=O)O)c3)o2)C(=O)O1	-0.5	0.5	8	-46	1.3	-6	-3	18	57*	52*

Compound profiles, as listed above.
O=C1CCCCC/C1=N/Nc1ccc(OCc2ccccc2)cc1 is listed with TbMetRS inhib = -0.3; MsrA inh = 0.5; STEP inh = 3; CendR NRP1 mod = 9; LMPTP inh = -0.4; eLon inh = -3; bovine MsrA act = -1; SUMO1-SIM PPI = -7; Scp-1 inhibitor = 17; DNMT1 inh = 2
C=CCOc1c2ccc(C(=O)NC3CCCc4ccccc43)cc2nn1C (stereo not drawn) is listed with TbMetRS inhib = -0.3; MsrA inh = -0.1; STEP inh = 0; CendR NRP1 mod = 8; LMPTP inh = 0.1; eLon inh = -13; bovine MsrA act = -2; SUMO1-SIM PPI = -2; Scp-1 inhibitor = -10; DNMT1 inh = 5
CCOC(=O)N1CCN(C(c2cccnc2)c2ccc3cccnc3c2O)CC1 (stereo not drawn) is listed with TbMetRS inhib = -1.4; MsrA inh = 2.0; STEP inh = -1; CendR NRP1 mod = 4; LMPTP inh = -1.5; eLon inh = -2; bovine MsrA act = -8; SUMO1-SIM PPI = -10; Scp-1 inhibitor = 1; DNMT1 inh = 1

Other entries:
SMILES	TbMetRS inhib	MsrA inh	STEP inh	CendR NRP1 mod	LMPTP inh	eLon inh	bovine MsrA act	SUMO1-SIM PPI	Scp-1 inhibitor	DNMT1 inh
COc1ccc(CC(=O)N2CCC3(CC2)NCCc2[nH]cnc23)cc1	-0.5	-1.3	1	-6	-2.5	-1	2	2	-9	1
COc1ccc(CN2CCN(C(=O)c3ccccc3C(=O)c3ccccc3)CC2)cc1OC	-0.2	-0.6	0	0	-0.7	2	0	1	-4	5
COc1ccc2c(c1)O[C@@]1(CCCC[C@@H]1C)CC2=O	-0.5	0.5	2	-5	0.6	-6	-1	0	-3	-1
Cn1cc(/C=C/C(=O)N2CCCC(C(=O)c3ccc(C(F)(F)F)cc3)C2)cn1 (stereo not drawn)	0.2	-0.4	-3	0	-1.1	0	-1	3	-7	-3
Cc1ccc(COC(=O)CN2C(=O)NC3(CCCCC3C)C2=O)cc1 (stereo not drawn)	-0.1	-0.4	0	1	1.6	2	0	-1	-5	-1
CN1CCN(C(=O)/C(=C/c2cccs2)NC(=O)c2cccs2)CC1	-0.4	0.6	-3	-2	-3.1	7	-3	-2	-3	3
C=CCn1c(C)cc(/C([O-])=C(/C(=S)Nc2ccc(OC(F)F)cc2)[n+]2ccc(N(C)C)cc2)c1C	0.0	0.5	4	5	2.0	-4	-2	-8	6	-4
COC(=O)[C@]1(C)N[C@H](CN(C)C(=O)Nc2ccccc2)[C@@H]2C(=O)N(Cc3ccccc3)C(=O)[C@@H]21	-2.1	0.1	-3	-12	-1.9	-7	-6	-2	-2	2
COc1ccc(Cl)cc1NC(=S)NNC(=O)c1cccnc1	0.6	1.4	0	13	0.2	-2	-3	1	-8	1
COc1cc2c(cc1CN1CCN(C(=O)c3cc(OC)c(OC)c(OC)c3)CC1)OCO2	-0.1	-0.2	-1	1	-1.6	-3	-2	2	-3	3
O=C(Nc1ccccc1OC(F)F)c1ccc(F)cc1	-1.6	-0.7	-6	-8	-1.3	-6	-9	-2	3	4
CC(=O)NNc1ncnc2ccccc12	2.4	3.8	0	9	1.0	-4	-7	4	3	-1
CCN(CC)Cc1c(C(=O)N/N=C/c2ccco2)nnn1-c1nonc1N	-0.6	2.9	-2	0	-0.9	-4	-10	-15	13	1
O=C(OCc1nc2ccc(Cl)cc2n1CCO)c1ccccc1C(=O)c1ccccc1	0.2	0.1	1	-14	-0.2	1	-5	3	-7	-14
Cn1cccc1Cc1nnc(SCC(=O)Nc2ccccc2F)n1-c1ccc(F)cc1	-0.8	-1.0	-4	-20	0.9	-8	-12	0	3	7
